Anthrax LF inh2: Bacillus anthracis LF protease inhibitors, primary screen, biochemical, multiplex microsphere, MLPCN library | Lethal factor (Bacillus anthracis), P15917 | multiplex microsphere protease cleavage assay | inhibition, % at 10 µM | 360,000 tested, 0.12% active | AID 588501, 2011; also: plate controls were buffer without enzyme for full effect and enzyme alone for no effect
FadD28 binding: inhibitors of FadD28 bisubstrate probe binding, primary screen, biochemical, fluorescence polarization, single point | AID 588549, 2011 | 360,000 tested, 0.22% active | inhibition, % at 12.5 µM | Mycobacterium tuberculosis FadD28 fatty-acid-AMP ligase; in the data active = inhibition above about 8.5%, passing the limit was not always enough; inconclusive = no clear call, values can overlap the other calls
BoNT-A LC inh2: BoNT/A light chain protease inhibitors, primary screen, biochemical, flow cytometry, MLPCN library; multiplex microsphere protease substrate cleavage; inhibition, % at 10 µM; Botulinum neurotoxin type A light chain protease (Clostridium botulinum A str. ATCC 3502); AID 588499, 2011; 360,000 tested, 0.17% active; also: plate controls were buffer without enzyme for full effect and enzyme alone for no effect
Mtb FBA inh: Mtb FBA enzyme inhibitors, primary screen, biochemical, fluorescence, strain H37Rv. Fructose-bisphosphate aldolase (Mycobacterium tuberculosis (strain ATCC 25618 / H37Rv)), …. purified M. tuberculosis FBA, fluorescence read-out. inhibition, % at 1 µM. 360,000 tested, 2.3% active; in the data active = inhibition above about 27%;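 also: 0% = vehicle and 100% = reference inhibitor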
PfHsp40 yeast: rescue of yeast from PfHsp40 toxicity, primary screen, S. cerevisiae, ATP luminescence. growth rescue, % at 12.5 µM. 340,000 tested, 0.68% active. S. cerevisiae expressing PfHsp40, growth rescue. AID 504582, 2011; in the data active = growth rescue above about 28%, passing the limit was not always enough; inconclusive = no clear call, values can overlap the other calls;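 also: yeast W303a lacking pdr1 and pdr3 grown in galactose medium; growth measured after three days at 30 °C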
GDH-TPI inh: GDH-TPI coupling enzyme inhibitors, primary screen, artefact control for M. tuberculosis FBA inhibitor project, biochemical, absorbance, full deck; inhibition, % at 4.8 µM; GDH-TPI coupled enzyme counterscreen, NADH absorbance; 360,000 tested, 1.2% active; in the data active = inhibition above about 30%;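 also: 0% = DMSO wells and 100% = wells lacking the enzyme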
BoNT-F LC inh: BoNT/F light chain protease inhibitors, primary screen, biochemical, flow cytometry, MLPCN library | Botulinum neurotoxin type F light chain protease (Clostridium botulinum) | Multiplex microsphere protease cleavage assay | inhibition, % at 10 µM | 360,000 tested, 0.22% active; in the data active = inhibition above about 35%, passing the limit was not always enough; inconclusive = no clear call, values can overlap the other calls; also: plate controls were buffer without enzyme for full effect and enzyme alone for no effect
Mtb BioA inh: M. tuberculosis BioA enzyme inhibitors, primary screen, biochemical, plate reader, single point, HTS. purified M. tuberculosis BioA enzyme. inhibition, % at 9.99 µM. 360,000 tested, 0.096% active; in the data active = inhibition above about 40%; inconclusive = no clear call, values can overlap the other calls
Mtb UGM inh: M. tuberculosis UGM enzyme inhibitors, primary screen, biochemical, fluorescence polarization, single point; UDP-galactopyranose mutase (Mycobacterium tuberculosis (strain ATCC 25618 / H37Rv)), …; purified UGM, fluorescence polarization probe displacement; inhibition, % at 10 µM; 320,000 tested, 0.06% active; AID 504406, 2011; in the data active = inhibition above about 10%, passing the limit was not always enough; inconclusive = no clear call, values can overlap the other calls
The depositor's hits bear a star; ? = inconclusive; . = not tested or not shown; & = joins results of further samples. Rule as the data show it, unless noted: active = inhibition above about 30%; inconclusive = no clear call, values can overlap the other calls; inactive = below that.

Order of results – Anthrax LF inh2	FadD28 binding	BoNT-A LC inh2	Mtb FBA inh	PfHsp40 yeast	GDH-TPI inh	BoNT-F LC inh	Mtb BioA inh	Mtb UGM inh
[1] COc1ccc(NC(=O)CN(C)C(=O)CNC(=O)Cc2cccc3ccccc23)cc1
 : -4	-3.4	-2.8	-2	-1.1	2	1	1.3	1.9
[2] COC(=O)Nc1sc(C(=O)N(C)C)c(C)c1C(=O)OC
 : -3	-1.7	-0.3	0	-0.1	-4	-3	-0.3	1.4
[3] CC(NC(=O)c1cc(COc2ccccc2)on1)c1nccs1 (stereo unspecified)
 : -2	-1.0	1.0	-3	-0.5	-4	-6	0.8	1.8
[4] O=C(C1CCC1)N1CCN(c2cccc(C(F)(F)F)c2)CC1
 : 2	0.9	-8.4	-1	-1.0	3	-1	0.2	-1.0
[5] COc1ccc(-c2cn(-c3ccc(Cl)cc3)c3[n+]2CCCCC3)cc1
 : -10	-1.5	0.1	1	0.8	-4	-2	.	2.2
[6] COc1ccc(S(=O)(=O)N2CCc3ccccc32)cc1C(=O)Nc1ccc(NC(C)=O)cc1
 : -2	-2.5	0.2	1	1.0	1	3	-1.0	-2.1
[7] O=C(Oc1c(-c2ccccc2)c(=O)n2c3c(cccc13)CC2)c1ccc(F)cc1
 : 37*	-1.7	?	0	3.2	4	?	.	-1.6
[8] CC(C(=O)Nc1ccc(F)c(F)c1F)N(C)CCOc1ccccc1 (stereo unspecified)
 : -1	-1.7	1.0	-2	0.4	6	-1	3.3	-4.4
[9] N#C/C(=C\C1=C(N2CCOCC2)C(=C/c2cccc([N+](=O)[O-])c2)/CC1)C(=O)Nc1ccccc1F
 : 0	?	5.5	-2	-0.3	1	-7	.	0.5
[10] COc1ccc(C(CNC(=O)c2ccc(S(=O)(=O)N(C)C)cc2)N(C)C)cc1 (stereo unspecified)
 : -1	-0.8	-0.5	1	-0.6	3	0	.	0.8
[11] CCC(C(=O)OCC(=O)Nc1cccc(OC)c1)c1ccccc1 (stereo unspecified)
 : 0	-3.5	1.9	2	1.5	-3	-14	1.7	-3.0
[12] CCCCOP(=O)(OCCCC)/C(C#N)=C(/C)O
 : 1	-0.8	-0.7	-6	-1.8	1	-3	-0.3	2.5
[13] COc1ccc(S(=O)(=O)NC(=O)C2(C)CCN2C(=O)C2(c3ccccc3)CC2)cc1 (stereo unspecified)
 : -5	-3.3	-0.6	-1	.	-4	-1	-1.3	.
[14] CC(=O)OCC(=O)[C@H]1CC[C@H]2[C@@H]3CCC4=CC(=O)CC[C@]4(C)[C@H]3CC[C@]12C
 : -16	0.3	-0.8	-3	?	3	1	4.5	0.9
[15] COc1cc(NC(=O)c2cccc(Br)c2)nc(OC)n1
 : 0	-2.2	0.1	2	2.5	-2	-1	.	-0.7
[16] COc1cccc2cc(C(=O)N3CCN(C(=O)c4ccco4)CC3)c(=O)oc12
 : 0	-3.6	-0.3	-1	1.4	-1	-5	.	1.2
[17] COc1ccc(-c2nc3ccc(C)cn3c2Cc2cccc(F)c2)cc1OC
 : -8	-11	0.8	59*	.	.	-1	2.0	.
[18] O=C(N(c1ccccc1)c1ccccc1)n1ccnc1
 : -4	-2.6	-6.7	-1	-0.1	-19	-8	-0.7	3.3
[19] Cc1nc(N)sc1N=Nc1ccc(F)cc1
 : -10	-3.3	0.4	-3	-0.6	18	-42	.	0.6
[20] CC1(C(=O)NS(=O)(=O)c2cccc(Cl)c2)CCN1C(=O)C1CC1 (stereo unspecified)
 : -5	-3.2	-0.6	0	.	-5	-3	0.7	.
[21] O=C1CSC(=S)N1c1cccc(Br)c1
 : -4	-3.0	0.4	5	-0.7	8	-5	-0.3	-3.9
[22] CCN1CCN(CCCNC(=O)c2ccc3c(Cl)c4c(nc3c2)CCCC4)CC1
 : 2	-3.1	1.7	4	-1.5	-5	4	4.4	-6.1
[23] O=C(CCc1c[nH]c2ccccc12)OCC(=O)N1CCN(S(=O)(=O)c2ccccc2)CC1
 : 0	-1.0	3.1	1	0.3	-2	-4	1.2	0.6
[24] CN=C1SC(CC(=O)Nc2sc3c(c2C#N)CCCC3)C(=O)N1C (stereo unspecified)
 : 4	-0.5	0.0	-1	-0.6	6	0	-1.1	2.4
[25] COCCNC(=O)C(OC(=O)CC1Sc2ccccc2NC1=O)c1ccncc1 (stereo unspecified)
 : -1	1.1	-0.4	1	-0.1	11	-2	-0.9	1.4
[26] O=C(CN1CCN(S(=O)(=O)c2ccc(Br)cc2)CC1)c1ccc(O)c(O)c1
 : -1	-0.6	-1.4	3	-0.3	18	-3	-1.4	-0.5
[27] CC(C(=O)N1CCc2ccccc2C1)N1C(=O)c2ccccc2C1=O (stereo unspecified)
 : -3	1.6	?	5	0.8	-4	?	.	-2.4
[28] CC1CC(=S)Nc2ccccc2N1Cc1ccccc1 (stereo unspecified)
 : -2	-0.1	-0.7	-1	0.5	14	-6	0.4	-1.4
[29] CC1CCCC(C)N1/N=C/c1ccccc1OC(F)F (stereo unspecified)
 : -2	-2.9	-0.6	0	-0.9	-1	-5	-1.5	-0.5
[30] Cc1cccc(OCCCCc2c(C)n[nH]c2C)c1
 : -3	-1.6	-1.1	-3	1.4	-8	-5	1.1	-3.5
[31] O=C(c1ccc(NS(=O)(=O)c2cccc3cccnc23)cc1)N1CCOCC1
 : 3	-2.5	1.0	-5	-2.3	9	-5	-1.8	0.8
[32] O=C(O)C1=NN(c2ccccc2)C(=O)CC1
 : 13	-1.0	4.6	-1	-0.3	2	?	5.4	-4.0
[33] Cc1c(OCC(=O)NCc2ccccn2)ccc2c3c(c(=O)oc12)CCCC3
 : -3	-1.1	1.8	2	0.9	7	0	-1.6	0.8
[34] O=C(O)Cn1c(=O)n(Cc2ccccc2)c2ccccc21
 : 2	-0.7	-0.1	1	-0.1	5	-4	0.7	1.7
[35] O=C(NC(=O)c1ccncc1)NC(c1ccccc1)c1ccccc1
 : 1	-0.1	-1.1	0	-0.8	3	-3	0.1	0.8
[36] CCCCOc1ccc(Cl)cc1CSc1nnc(CC)n1N
 : -4	-0.5	-4.1	3	-0.1	-1	-6	-0.9	4.4
[37] O=c1c2[nH]c3ccccc3c2ncn1Cc1ccccn1
 : 6	-4.4	1.4	9	-0.4	0	3	-0.8	3.0
[38] CCN(CC)C(=O)C(=O)N/N=C/c1ccc(C(=O)OC)cc1
 : -2	-6.2	-0.3	2	0.0	4	-2	.	4.3
[39] COC(=O)C1=C(c2cc3ccccc3s2)C[C@@H]2CC[C@H]1N2C(=O)NCCCOC(C)C
 : -3	-2.7	0.1	-1	1.1	9	0	0.9	-0.3
[40] Cc1ccc(-c2nnc(Nc3cccc(O)c3)c3ccccc23)cc1S(=O)(=O)NCCO
 : -12	-3.8	0.9	1	1.2	10	-21	19	-1.6
[41] CCCN(Cc1ccc(C)cc1)C(=O)c1ccc(CNS(=O)(=O)c2ccc(C(C)=O)cc2)cc1
 : -5	-1.5	-8.8	8	4.3	8	-20	-0.6	2.0
[42] O=C(NCCc1ccccc1)C1CCN(S(=O)(=O)c2cccc3nonc23)CC1
 : -4	-5.3	0.5	-3	0.5	11	-27	0.6	3.3
[43] Cc1cccc(Oc2sc(C(=O)c3ccccc3)c(N)c2C#N)c1
 : -2	-2.0	0.1	0	3.7	14	-15	0.8	.
[44] O=C(O)CSC(=S)N1CC2CC(C1)c1cccc(=O)n1C2 (stereo unspecified)
 : -2	-1.5	0.3	-4	-0.4	3	-8	.	-2.2
[45] Cc1ccc(NC(=O)NN2CCOCC2)cc1
 : 0	-1.8	0.1	6	-1.3	-1	-1	.	0.2
[46] CC1(C(=O)N2CCOCC2)CCCCC1
 : 7	-3.1	-3.4	1	-0.7	-3	?	0.6	1.9
[47] C/C(Nc1ccccc1C(F)(F)F)=C1/CCOC1=O
 : -7	-1.3	-0.2	5	-0.3	21	-6	.	-2.7
[48] COC(=O)c1sccc1NC(=O)c1c(Cl)cccc1Cl
 : 8	-3.0	-2.0	-2	0.0	4	-9	-0.4	-1.8
[49] CC1=CC2CC1C1C(=O)N(c3ccc(S(=O)(=O)Nc4nc(C)cc(C)n4)cc3)C(=O)C21 (stereo unspecified)
 : -6	-4.3	0.5	2	1.5	-4	0	-2.1	-1.4
[50] Fc1ccccc1COc1ccc(/C=N/n2cnnc2)cc1
 : 4	-1.2	1.5	0	-0.5	1	1	1.7	0.0
[51] COc1nc(N)nc(N2CCOCC2)n1
 : -3	0.7	0.5	0	0.9	-2	-7	-1.6	4.2
[52] Cc1ccc(C(CC(=O)NCc2ccco2)c2ccc(OC(C)C)cc2)cc1 (stereo unspecified)
 : 8	0.6	-3.4	2	0.0&4.2	17	0	-4.7&4.0	2.6
[53] O=C(O)C1C2C=CC(O2)C1C(=O)Nc1ccccn1 (stereo unspecified)
 : 2	-2.5	-0.1	10	-1.0	3	-2	-1.2	.
[54] CCCN=C(Nc1ccc(Cl)cc1)c1cccnc1
 : -11	-2.0	-1.4	0	-0.6	4	-5	2.3	-2.8
[55] CC(C)C(C)NC(=O)COc1nc2ccccc2nc1N(C)C1CCCCC1 (stereo unspecified)
 : 14	-2.9	0.1	-2	3.6	7	0	-0.7	-0.5
[56] COc1ccc(S(=O)(=O)Nc2ccc(F)c(Cl)c2)cc1OC
 : 1	-0.8	-0.1	-2	-1.1	12	-6	1.8	1.8
[57] COc1ccccc1N(Cc1cc2cccc(C)c2[nH]c1=O)C(=O)C(C)C
 : -7	-0.3	-0.5	1	-0.8	9	-14	-0.7	4.0
[58] Cc1ccc2nc(NC(=O)CS(=O)(=O)Cc3ccccc3)sc2c1
 : -2	-2.1	0.5	0	-2.2	7	-3	-1.5	-1.5

Full records from above.
COc1ccc(S(=O)(=O)Nc2ccc(F)c(Cl)c2)cc1OC across the screens: Anthrax LF inh2 = 1; FadD28 binding = -0.8; BoNT-A LC inh2 = -0.1; Mtb FBA inh = -2; PfHsp40 yeast = -1.1; GDH-TPI inh = 12; BoNT-F LC inh = -6; Mtb BioA inh = 1.8; Mtb UGM inh = 1.8
C/C(Nc1ccccc1C(F)(F)F)=C1/CCOC1=O across the screens: Anthrax LF inh2 = -7; FadD28 binding = -1.3; BoNT-A LC inh2 = -0.2; Mtb FBA inh = 5; PfHsp40 yeast = -0.3; GDH-TPI inh = 21; BoNT-F LC inh = -6; Mtb BioA inh = .; Mtb UGM inh = -2.7

Assay outcomes from PubChem BioAssay.
